# CHT block: inhibitors of human choline transporter CHT. CHT-expressing cells, membrane potential dye, choline response; hits give low values. B-score at 10 µM. actives 0.86% (n = 310,000);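 active means B-score over 3 SD under the library average, and starting fluorescence ratio not unusually high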;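 further: choline stimulus applied at its EC90 after an EC20 pre-addition; B-score computed on integrated fluorescence ratio after choline addition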
# KCNQ2 block: KCNQ2 channel blockers in CHO-K1 cells – cell-based, FluxOR thallium flux, B-score, primary screen (AID 2156); actives 1.1% (n = 310,000); 20 min; hits give low values; B-score at 10 µM; O88943;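 active means fluorescence ratio B-score at most minus 3 library SDs, with starting brightness B-score within 2 library SDs, cut at about -5.5 in these data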
# Target sequence (O88943 whole entry, looked up): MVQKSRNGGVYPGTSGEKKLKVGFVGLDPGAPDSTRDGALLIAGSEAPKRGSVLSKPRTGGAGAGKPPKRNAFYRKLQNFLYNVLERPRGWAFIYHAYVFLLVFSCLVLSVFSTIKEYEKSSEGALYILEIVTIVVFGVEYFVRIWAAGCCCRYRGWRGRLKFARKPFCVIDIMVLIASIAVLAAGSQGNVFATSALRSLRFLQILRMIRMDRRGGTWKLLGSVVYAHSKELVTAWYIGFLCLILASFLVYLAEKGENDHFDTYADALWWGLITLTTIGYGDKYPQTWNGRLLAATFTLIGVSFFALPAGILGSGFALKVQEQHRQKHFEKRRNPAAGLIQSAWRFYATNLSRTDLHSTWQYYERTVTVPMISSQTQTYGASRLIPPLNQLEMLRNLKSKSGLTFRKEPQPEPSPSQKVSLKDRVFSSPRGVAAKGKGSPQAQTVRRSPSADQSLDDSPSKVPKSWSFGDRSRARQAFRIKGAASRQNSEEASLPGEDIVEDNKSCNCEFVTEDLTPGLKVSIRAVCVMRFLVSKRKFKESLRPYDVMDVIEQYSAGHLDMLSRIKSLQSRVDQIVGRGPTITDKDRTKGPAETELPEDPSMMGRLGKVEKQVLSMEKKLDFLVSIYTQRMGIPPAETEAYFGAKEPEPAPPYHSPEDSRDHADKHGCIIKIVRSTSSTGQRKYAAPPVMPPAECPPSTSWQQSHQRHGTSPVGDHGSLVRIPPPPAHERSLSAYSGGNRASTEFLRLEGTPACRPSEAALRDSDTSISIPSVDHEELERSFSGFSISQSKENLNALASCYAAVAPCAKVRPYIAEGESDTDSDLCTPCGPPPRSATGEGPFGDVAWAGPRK
# Starred values were filed as active, the others as inactive; i = inactive; · = no result given.
# Start of the data: the first 4 records, ahead of the listing:
structure	CHT block	KCNQ2 block
COc1ccc(C(=O)NCCc2nnc(SCC(=O)Nc3ccc(Br)cc3)n2C)cc1	i	i
COC(=O)c1ccccc1NC(=O)c1cc(-c2ccc(O)cc2)on1	i	i
O=C(CNc1cccc(S(=O)(=O)N2CCOCC2)c1)Nc1cccc(Br)c1	i	i
Cc1ccc(NC(=O)c2ccco2)c([N+](=O)[O-])c1	i	i

# This part in full, from the first entry:
structure	CHT block	KCNQ2 block
COc1ccc(C(=O)NCCc2nnc(SCC(=O)Nc3ccc(Br)cc3)n2C)cc1	i	i
COC(=O)c1ccccc1NC(=O)c1cc(-c2ccc(O)cc2)on1	i	i
O=C(CNc1cccc(S(=O)(=O)N2CCOCC2)c1)Nc1cccc(Br)c1	i	i
Cc1ccc(NC(=O)c2ccco2)c([N+](=O)[O-])c1	i	i
CC(=O)C1C(c2ccc(O)cc2)NC(=O)NC1(O)C(F)(F)F (configuration not stated)	i	i
CC(C)(C)NC(=O)C(=O)NNC(=O)COc1ccc(Br)cc1	i	i
Cc1ccc(NC(=O)Cn2nc(C)cc2C)cc1	i	i
Cc1ccc(C(=O)NN2C(=O)c3ccc(S(=O)(=O)c4ccc(C(=O)O)cc4)cc3C2=O)cc1	i	i
CC(C)N(C(=O)CSc1nc2ccccc2n1-c1ccccc1)C(C)C	i	-6.01*
COC(=O)c1ccc(NC(=O)NCCCl)cc1	i	i
CCOC(=O)/C=C1\CN(Cc2cc(OC)c(OC)c(OC)c2)S(=O)(=O)c2ccc(C(F)(F)F)cc21	i	i
C=CCN1C(=O)C(CC(=O)Nc2ccccc2)N(Cc2ccccn2)C1=S (configuration not stated)	i	i
C=CCOc1ccc(CNn2cn[nH]c2=S)cc1OCC	i	i
Cc1ccc(C)c(NC(=O)CN(C)C(=O)C2CCN(C(=O)Nc3ccccc3)CC2)c1	i	i
CC(=O)Oc1c(/C=C(\C#N)C(N)=O)[nH]c2ccccc12	·	i
Cc1ccccc1-n1nnnc1SCC(=O)NCC1CCCO1 (configuration not stated)	i	i
CCCC(=O)Nc1ccc2c(c1)nc(CN1CCCCC1)n2C	i	i
O=C(CCCCO)c1ccc(O)c(Cl)c1	i	i
COc1ccc(OC)c(NC(=O)CCN2CCN(c3ccccc3F)CC2)c1	i	i
O=c1cc(-c2cccc(Br)c2)oc2cccc(O)c12	i	i
CCOC(=O)C1CCN(C(=O)CSc2n[nH]c(=O)[nH]c2=O)CC1	i	i
COCCN=C1Sc2nc3cc(C)c(C)cc3cc2CN1Cc1cccs1	i	i
O=C(CSc1nnc(COc2ccccc2F)n1-c1ccccc1)NCc1ccco1	i	·
Cc1cc2c(cc1S(=O)(=O)NCCc1ccccc1)NC(=O)CO2	i	i
COc1cccc(CN2CCN(Cc3nc4c(s3)CCCC4)CC2CCO)c1 (configuration not stated)	i	i
Cc1ccc(CC(=O)N2CCN(c3cccc(C(F)(F)F)c3)CC2)cc1	i	i
COc1ccc(Nc2nc(OC)nc(N3CCOCC3)n2)cc1	i	i
COc1ccc(CNC(=O)NC(C)(C)c2cccc(C(C)(C)NC(=O)NCc3ccc(OC)cc3)c2)cc1	i	i
COc1ccc(/C=C/c2nc(C#N)c(NCCN(C)C)o2)cc1OC	i	i
O=C(CN1CCN(S(=O)(=O)c2ccc(Br)cc2)CC1)Nc1ccccc1F	i	i
COc1ccc(C(=O)NCc2ccc(C)cc2)cc1S(=O)(=O)N1CCCc2ccccc21	i	i
Cn1ncc2cc(NC(N)=S)ccc21	i	i
CC(OC(=O)c1ccncc1)C(=O)Nc1cccc(Cl)c1 (configuration not stated)	i	i
O=C(/C=C/c1cccs1)NC(=S)NNC(=O)c1ccccc1O	i	i
Cc1nnsc1C(=O)NNc1ccc(C(C)(C)C)cc1	i	i
Nc1ncnc2nc(SCC(=O)Nc3ccccc3F)[nH]c12	i	i
O=C(Cc1ccccc1)Nc1nnc(-c2cccc([N+](=O)[O-])c2)s1	i	i
CCc1nc(Nc2cccc(O)c2)c2oc3ccccc3c2n1	i	i
O=c1nc(/C=C/c2ccc(O)c(O)c2)oc2ccccc12	·	i
Cc1cc(C)c2nc(N3CCCC(C(=O)NCCCN4CCOCC4)C3)sc2c1 (configuration not stated)	i	i
Cc1ccc(-n2nc(C(=O)N/N=C/c3cccc(C(F)(F)F)c3)c3ccccc3c2=O)cc1C	i	i
CCCc1nc2ccc(NC(=O)c3cccs3)cc2c(=O)n1Cc1ccc(Cl)cc1	i	i
O=C(COC(=O)c1ccc(Cl)c(S(=O)(=O)N2CCc3ccccc3C2)c1)Nc1ncc(Cl)cc1Cl	i	i
CCOc1ccc(NC(=O)Nc2cc(C)ccc2OC)cc1	i	i
NC(=O)C1CCN(C(=O)C2c3ccccc3C(=O)N3CCc4ccccc4C23)CC1 (configuration not stated)	i	i
Cc1ccc(C(=O)c2cc3ccccc3o2)cc1[N+](=O)[O-]	i	i
CCN1CCCC1CNC(=O)CCNC(=O)c1cc(OC)c(OC)c(OC)c1 (configuration not stated)	i	i
COc1cccc(NC(=O)CCCNC(=O)Cn2cnc3sc(C)c(C)c3c2=O)c1	i	i
Cc1cc(C)c2c(c1)-c1c(ssc1=S)C(C)(C)N2C(=O)CSc1nncn1C	i	i
Cc1ccc(C)c(-c2ccc(=O)n(Cc3cccc(Br)c3)n2)c1	i	i
Cc1cccc(C)c1N1C(=O)CC(N(O)c2ccccc2)C1=O (configuration not stated)	i	i
COc1ccc(CNS(=O)(=O)c2ccc(-n3cnnn3)c(OC)c2)cc1	i	i
O=C(O)c1cn(Cc2ccccc2Cl)c2ccc(S(=O)(=O)N3CCOCC3)cc2c1=O	i	i
CCOc1ccc(-c2cnc(N)n2C)cc1	i	i
CCOc1ccc(CNCCc2ccc(S(N)(=O)=O)cc2)cc1	i	i
CCOC(=O)c1ccc(NC(=O)c2ccc(CO)c(C(=O)NC3CCN(C(=O)OCC)CC3)c2)cc1	i	i
O=C(NCc1ccc(OC(F)(F)F)cc1)C1CC(c2cccc(F)c2)=NO1 (configuration not stated)	i	i
CCN(c1ccccc1)S(=O)(=O)c1csc(C(N)=O)c1	i	i
CC(C)Oc1cccc(C(=O)C2CCCN(Cc3ccc(Oc4ncccn4)cc3)C2)c1 (configuration not stated)	i	-7.77*
O=C(NCc1ccccc1)c1c[nH]c2ccc(S(=O)(=O)Nc3ccc4c(c3)OCCO4)cc2c1=O	i	i

# Remaining list, next part
# Sequence of screens – CHT block, KCNQ2 block
O=C(O)CCN1C(=O)/C(=C\c2cccc(OCc3ccccc3)c2)SC1=S
→ i, i
CCOC(=O)c1c(NC(N)=O)sc(C)c1C
→ i, i
S=c1[nH]c2ccccc2n2c(=S)[nH]nc12
→ i, i
COc1ccc2c(c1)-c1nc(N)sc1CC2
→ i, i
CC1CC(=O)Nc2ccccc2N1C(=O)Nc1ccccc1 (configuration not stated)
→ i, i
CCOC(=O)C1CCN(c2cc(=O)n(-c3ccccc3Cl)c(=O)[nH]2)CC1
→ i, i
CC(C)c1ccc(COc2ccc(C(=O)N3CCOCC3)cc2)cc1
→ i, i
Cc1ccccc1CNC(=O)C(=O)NCC1OCCCN1S(=O)(=O)c1ccc(F)cc1C (configuration not stated)
→ i, i
COc1ccccc1N(C)S(=O)(=O)c1ccc(C(=O)OCC(=O)NCc2ccco2)cc1
→ i, i
COc1ccc(OCC(=O)NNC(=O)C(=O)Nc2ccc(C)cc2)cc1
→ i, i
S=C(NCCc1ccccc1)Nc1ccccc1Cl
→ i, i
COc1ccc(/C=C(/NC(=O)c2ccccc2)c2nc3ccccc3[nH]2)cc1OC
→ i, i
Nc1ccc2nc(COc3ccccc3)[nH]c2c1
→ i, i
Cc1cnc(C(=O)OCc2ccc(Br)cc2F)cn1
→ i, i
CCn1nc(NS(=O)(=O)c2ccccc2)c2cc3cc(C)ccc3nc21
→ i, i

# Entries of single compounds, quoted from the list. Screens in order: CHT block	KCNQ2 block
# Listed for COc1ccc(/C=C(/NC(=O)c2ccccc2)c2nc3ccccc3[nH]2)cc1OC → i	i
# Listed for COc1ccccc1N(C)S(=O)(=O)c1ccc(C(=O)OCC(=O)NCc2ccco2)cc1 → i	i
# Listed for Cc1cnc(C(=O)OCc2ccc(Br)cc2F)cn1 → i	i
# Listed for COc1ccc2c(c1)-c1nc(N)sc1CC2 → i	i
# Listed for Nc1ccc2nc(COc3ccccc3)[nH]c2c1 → i	i

# More records follow:
# Sequence of screens – CHT block, KCNQ2 block
Cc1cc(Nc2nc3ccccc3[nH]c2=O)n(-c2ccccc2)n1
→ i, ·
CCOC(=O)C(NC(C)=O)(NC(C)C)C(F)(F)F (configuration not stated)
→ i, i
O=C(NC1CCCCC1)C(c1ccncc1)N(CC1CCCO1)C(=O)C(F)(F)F (configuration not stated)
→ i, i
CCN(CC)C(=O)C1CCCN(C(=O)c2oc3ccc(C)cc3c2C)C1 (configuration not stated)
→ i, -6.97*
Cc1ccc(C(=O)O)cc1NC(=O)CSc1ncnc2sc3c(c12)CCC3
→ i, i
O=C(Nc1ccc2c(c1)oc1ccccc12)C1CC1
→ i, i
Nc1c(Cl)ncnc1N/N=C/c1ccc2ccccc2n1
→ i, ·
CN(/N=C/c1ccc(Br)o1)C1=NS(=O)(=O)c2ccccc21
→ i, i
COC(=O)c1ccc(NS(=O)(=O)NC(=O)c2c[nH]c3ccccc23)cc1
→ i, i
CC1(C)SC(=S)N(NC(=O)Nc2ccccc2)C1N(O)C(=O)Nc1ccccc1 (configuration not stated)
→ i, i
CCN(CC)S(=O)(=O)c1ccc(NC(=O)C(OC)c2ccccc2)cc1 (configuration not stated)
→ i, i
CC1CCc2nc(NC(=O)C3CC3)sc2C1 (configuration not stated)
→ i, i
Cc1csc2ncc(C(=O)N3c4ccccc4CC3C)c(=O)n12 (configuration not stated)
→ i, i
CCCC(=O)NNc1c2ccccc2nc2ccccc12
→ i, i
CCC(C(=O)NCCC1=CCCCC1)n1nc(C)c2c(C)n(-c3ccccc3)nc2c1=O (configuration not stated)
→ i, i

# Laid out differently: two of the compounds above.
mol: S=C(NCCc1ccccc1)Nc1ccccc1Cl
  CHT block: i
  KCNQ2 block: i
mol: Cc1cc2c(cc1S(=O)(=O)NCCc1ccccc1)NC(=O)CO2
  CHT block: i
  KCNQ2 block: i

# (more compounds)
# Sequence of screens – CHT block, KCNQ2 block
COc1ccc(C(=O)CSc2nnc(-c3ccc(C)cc3)o2)cc1
→ i, i
COc1ccc(OCC(=O)NCCCN2CCOCC2)cc1
→ i, i
O=C1NC2(CCc3ccccc32)C(=O)N1CCOc1ccc(Cl)cc1 (configuration not stated)
→ i, i
CN(C)CCCNc1oc(/C=C/c2cccs2)nc1S(=O)(=O)c1ccccc1
→ i, i
CCc1cc(=O)oc2c(C)c(O[C@@H]3O[C@H](CO)[C@@H](O)[C@H](O)[C@H]3O)ccc12
→ i, i
COc1cc2ccccc2cc1C(=O)NC(=S)Nc1cc(C(=O)O)ccc1C
→ ·, i
COCCNc1c2c(nc3c(-c4ccccc4)c(C)nn13)CCCC2
→ -8.98*, i
CCn1c(SCC(=O)N2CCOCC2)nc2sc3c(c2c1=O)CCCC3
→ i, i
Cc1ccc(NS(=O)(=O)c2ccc(-c3coc(C)n3)cc2)c(Br)c1
→ i, i
C=CCNC(=O)c1snnc1-c1ccccc1
→ i, i
C/C(Cc1ccccc1)=N\NC(=O)CNC(=O)c1ccccc1F
→ i, i
Cc1cccc(-c2oc3ccc(-c4ccc5c(c4)OCO5)cc3c2-c2ccc(OC3CCCCO3)cc2)c1 (configuration not stated)
→ i, i
CCOC(=O)c1c(CSc2ccsc2)n(C)c2cc(Br)c(O)c(CN(C)C)c12
→ i, i
Cc1ccc(NC(=O)CCCn2nc(C)c3c(C)n(-c4ccccc4)nc3c2=O)c(Cl)c1
→ i, i
COc1ccc(NC(=O)C2CCCN(S(C)(=O)=O)C2)c(OC)c1 (configuration not stated)
→ i, i
CCn1c(COc2ccc(=O)n(-c3ccccc3)n2)nnc1SCc1ccccc1
→ i, i
COc1ccc(C)cc1NC(=O)CCS(=O)(=O)c1ccc2c(c1)CCN2C(C)=O
→ i, i
Cc1ccc(-c2nn(Cc3ccccc3)cc2/C=C/C(=O)O)cc1
→ i, i
Cc1ccc(S(=O)(=O)N2CCOCC2)cc1C(=O)Nc1ccc2c(c1)CCC2
→ i, i
O=C(CN(Cc1ccccc1Cl)C(=O)c1csnn1)NCc1ccc(F)cc1
→ i, i
NNC(=S)NC1CCCCC1
→ i, i
CCN(CC)S(=O)(=O)c1ccc(N2CCCC2)c(NC(=O)Cc2ccccc2)c1
→ i, i
COc1cc(OC)c(OC)cc1CN1CCCC(C(=O)c2sccc2C)C1 (configuration not stated)
→ i, i
CCOC(=O)C1C2C=CC3(CN(CCc4ccccc4)C(=O)C13)O2 (configuration not stated)
→ i, i
CCOC(=O)COc1ccc(S(=O)(=O)NCc2cccnc2)cc1
→ i, i
CCOC(=O)CC(Nc1nc(N2CCOCC2)nc(N2CCOCC2)n1)c1ccccc1Cl (configuration not stated)
→ i, i
O=C1c2ccccc2C(=O)N1CCCP(=O)(O)CCc1ccccc1
→ i, i
C#CCSc1nc(N)c2c(n1)OC(N)=C(C#N)C2c1cccnc1 (configuration not stated)
→ i, i
CCOC(=O)CNC(=O)CSc1nc(Cc2ccccc2)nc2ccccc12
→ -6.6*, i
Cc1c(C(=O)Nc2ccccc2[N+](=O)[O-])csc1-c1ccccc1
→ i, i
FC(F)(F)c1nc(NCc2ccccc2)c2nnn(Cc3ccccc3)c2n1
→ i, i
COCc1cc(CN2CCN(CCc3ccccc3)C(CCO)C2)ccc1OC (configuration not stated)
→ i, i
COc1cc(NC(=O)c2ccc(Br)o2)c(C(=O)O)cc1OC
→ i, i
C=CCN(c1ccccc1)S(=O)(=O)c1cccc(C(=O)Nc2ccncc2)c1
→ i, i
CC(=O)Oc1ccc(C(=O)Nc2nccs2)cc1
→ i, i
COC(=O)c1ccc(COc2cc([N+](=O)[O-])cc3cccnc23)cc1
→ i, i
Cc1ccc(C)c(Nc2ncnc(N)c2[N+](=O)[O-])c1
→ i, i
